TEAD-YAP inh – TEAD-YAP interaction inhibition; 640,000 tested, 1.4% active; AID 1259422; inhibition, % at 9.12 µM; HEK-TIYL cells, TEAD-Gal4/YAP UAS-luciferase luminescence; in the data active = inhibition above about 32%;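 note: 0% = median of test compound wells and 100% = reference inhibitor wells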
MITF inh – inhibitors of human MITF; O75030; AlphaScreen MITF homodimerization, bead proximity signal; inhibition, % at 2.6 µM; 650,000 tested, 0.91% active; AID 1259374; in the data active = inhibition above about 50%;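 note: 0% = vehicle wells with protein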
FBW7 act – human FBW7 E3 ligase activation, primary screen; AID 1259310; normalized activity (activation), % at 26.1 µM; AlphaScreen FBW7–phospho-cyclin E peptide binding, activator screen; Q969H0; 650,000 tested, 0.13% active; in the data active = normalized activity above about 1.9%;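 note: purified mutant Fbw7 with reduced substrate affinity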
Target sequence (Q969H0 whole entry, looked up): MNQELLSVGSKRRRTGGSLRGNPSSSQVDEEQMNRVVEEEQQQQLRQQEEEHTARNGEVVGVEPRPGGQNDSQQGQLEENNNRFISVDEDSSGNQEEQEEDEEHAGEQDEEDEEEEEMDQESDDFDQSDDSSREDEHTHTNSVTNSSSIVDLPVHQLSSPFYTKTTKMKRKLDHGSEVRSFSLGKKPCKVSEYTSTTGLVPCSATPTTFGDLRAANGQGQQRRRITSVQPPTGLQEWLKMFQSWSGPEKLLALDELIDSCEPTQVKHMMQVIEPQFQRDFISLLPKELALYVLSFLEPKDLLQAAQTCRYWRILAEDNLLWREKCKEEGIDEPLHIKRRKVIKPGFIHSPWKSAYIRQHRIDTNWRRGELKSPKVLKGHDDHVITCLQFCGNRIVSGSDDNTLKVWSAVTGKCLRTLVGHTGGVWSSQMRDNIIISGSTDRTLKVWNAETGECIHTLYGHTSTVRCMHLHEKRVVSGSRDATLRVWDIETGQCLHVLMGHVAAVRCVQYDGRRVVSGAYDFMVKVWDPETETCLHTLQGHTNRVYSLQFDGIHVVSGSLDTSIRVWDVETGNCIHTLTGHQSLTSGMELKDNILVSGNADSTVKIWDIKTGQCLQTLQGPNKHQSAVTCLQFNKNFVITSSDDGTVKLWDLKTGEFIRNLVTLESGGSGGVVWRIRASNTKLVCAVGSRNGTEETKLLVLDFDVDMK
GPR151 activ – activates the human receptor GPR151; PathHunter beta-arrestin GPR151 cells, luminescence; activation, % at 11.2 µM; 650,000 tested, 1% active; AID 1508602; in the data active = activation above about 4.9%;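 note: 0% = median of compound wells and 100% = cells with positive control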
Target sequence (Q8TDV0 whole entry, looked up): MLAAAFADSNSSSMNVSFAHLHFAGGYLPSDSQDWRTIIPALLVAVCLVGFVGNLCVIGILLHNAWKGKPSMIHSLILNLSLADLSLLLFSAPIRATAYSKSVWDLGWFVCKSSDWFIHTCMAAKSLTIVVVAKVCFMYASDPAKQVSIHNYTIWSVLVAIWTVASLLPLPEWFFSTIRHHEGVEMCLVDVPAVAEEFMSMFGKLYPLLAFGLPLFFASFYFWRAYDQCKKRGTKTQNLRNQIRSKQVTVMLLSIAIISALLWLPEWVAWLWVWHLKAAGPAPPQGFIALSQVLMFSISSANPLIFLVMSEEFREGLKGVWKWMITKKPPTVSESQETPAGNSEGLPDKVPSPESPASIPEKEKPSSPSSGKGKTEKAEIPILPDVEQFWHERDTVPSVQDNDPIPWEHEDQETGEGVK
Starred values were filed as active, the others as inactive; . = no result given.

#1 Cc1cccc(NC(=O)COC(=O)c2ccc3c(c2)S(=O)(=O)c2ccccc2C3=O)c1
#2 CCN(CCCNC(=O)C1c2ccccc2C(=O)N(Cc2ccc(F)cc2)C1c1ccc(OC)cc1)c1cccc(C)c1 (stereo unspecified)
#3 O=C1C=C(c2ccccc2)OC(=O)C1C(=O)c1ccccc1 (stereo unspecified)
#4 O=C(c1ccc(-c2cccc(Cl)c2Cl)o1)N1CCOCC1
#5 NNC(=O)c1ccc2cc(C(=O)NN)ccc2c1
#6 O=C1C(O)C(O)C(=O)N1C1CCCCC1 (stereo unspecified)
#7 CCOc1ccc(NC(=O)CN(c2cc(C(F)(F)F)ccc2Cl)S(C)(=O)=O)cc1
#8 CC(C)COc1ccc(C(=O)Nc2nncs2)cc1
Screen / compound no. | 1 | 2 | 3 | 4 | 5 | 6 | 7 | 8
TEAD-YAP inh | 1.6 | 3.3 | 0.6 | -76.7 | 0.1 | -0.3 | 3.4 | -75.1
MITF inh | 6.7 | 3.8 | 8.0 | 10.1 | 9.9 | 5.3 | 12.1 | 0.3
FBW7 act | -0.1 | 0.0 | 0.5 | -0.1 | -0.1 | 0.1 | 0.1 | -0.2
GPR151 activ | 1.1 | 0.7 | 0.7 | 7.3* | -0.1 | 2.2 | -1.5 | -1.6

#9 O=C1CC(c2cc([N+](=O)[O-])ccc2Cl)C2=C(CCCC2=O)N1 (stereo unspecified)
#10 O=C(Nc1ccc(Cl)cn1)C1CC1
#11 Cc1cccnc1NC(c1ccc(C(F)(F)F)cc1)c1c(C)[nH]c2ccccc12 (stereo unspecified)
#12 CCOC(=O)N1CCN(Cc2nc(N)nc(Nc3ccc(Oc4ccccc4)cc3)n2)CC1
#13 COc1ccc(Cl)cc1NC(=O)N1CCC(CN2CCCCCC2)CC1
#14 C=C(C)[C@@H]1CC=C(CN2CCC3(CC2)CC3C(=O)NCCCn2ccnc2)CC1 (stereo partly specified)
#15 Cc1ccc(-n2[nH]c(C)c(C=Nc3cc([N+](=O)[O-])ccc3O)c2=O)cc1
#16 O=C(c1ccccc1)N1CCN(CC2CC=CCC2)CC1 (stereo unspecified)
Screen / compound no. | 9 | 10 | 11 | 12 | 13 | 14 | 15 | 16
TEAD-YAP inh | 4.6 | -10.6 | -6.9 | 8.7 | 9.1 | 4.3 | 1.0 | -4.3
MITF inh | 3.3 | 0.2 | 4.8 | -12.9 | 13.7 | 10.4 | -17.6 | 41.0
FBW7 act | 0.0 | 0.0 | -0.1 | 0.1 | 0.4 | -0.1 | 0.0 | -0.1
GPR151 activ | 0.0 | 1.9 | 0.1 | 1.5 | -1.5 | 1.0 | -0.6 | -0.9

#17 CCNCc1cc([N+](=O)[O-])ccc1OCC
#18 Cc1ccc(CC(=O)OCC(=O)c2ccc[nH]2)cc1C
#19 Oc1ccccc1/C=N/Nc1cc(N2CCCC2)nc(N2CCCC2)n1
#20 O=C(Nc1ccc(Cl)cc1C(=O)N1CCOCC1)c1ccc(Cl)cc1Cl
#21 O=S(=O)(Nc1cccc(Cl)c1)c1cccc(-n2cnnn2)c1
#22 CC(Oc1ccc(Cl)cc1)C(=O)Nc1sc2c(c1C(N)=O)CCC(C(C)(C)C)C2 (stereo unspecified)
#23 COCCCn1c(-c2ccc(F)cc2)cn2c3c(=O)n(C)c(=O)n(C)c3nc12
#24 COc1cccc(OC)c1CN1CCc2nnc(C(C)NC(=O)c3ccco3)n2CC1 (stereo unspecified)
Screen / compound no. | 17 | 18 | 19 | 20 | 21 | 22 | 23 | 24
TEAD-YAP inh | -7.5 | -3.5 | 2.6 | -3.7 | 3.1 | 10.8 | 1.1 | 1.5
MITF inh | 26.2 | 6.3 | -1.4 | 11.2 | 3.0 | 1.9 | 4.3 | -5.5
FBW7 act | 0.1 | -0.2 | -0.5 | 0.0 | 0.1 | 0.2 | -0.1 | 0.0
GPR151 activ | -1.1 | 1.6 | 0.3 | 2.4 | 1.9 | -1.2 | 1.0 | 1.4

#25 CC(Oc1ccc(Br)cc1)C(=O)Nc1ccc(C(N)=O)cc1 (stereo unspecified)
#26 COc1ccccc1NC(=O)Cn1c(=O)oc2cc(Br)ccc21
#27 COc1ccc(C(=O)Cn2cnc3c(cnn3C(C)(C)C)c2=O)cc1
#28 COn1c(=O)c(-c2ccc(Cl)cc2)[n+]([O-])c2ccccc21
#29 Cn1cc(CN2CCN(CCc3ccccc3)C(CCO)C2)c2ccccc21 (stereo unspecified)
#30 Cc1ccc2nc(-c3ccc(NC(=O)CN(c4ccccc4)S(=O)(=O)c4ccccc4)cc3)sc2c1
#31 O=C(c1cc2ccccc2cc1OCC(O)CN1CCCCC1)N1CCCCC1 (stereo unspecified)
#32 COc1ccc(-c2ccc(=N)n(CCCC(=O)O)n2)cc1
Screen / compound no. | 25 | 26 | 27 | 28 | 29 | 30 | 31 | 32
TEAD-YAP inh | 8.3 | 14.6 | -5.4 | 4.2 | -4.3 | -26.1 | 5.2 | .
MITF inh | -7.4 | 11.7 | -0.8 | 23.4 | 2.9 | 11.4 | 6.9 | 19.0
FBW7 act | -0.3 | 0.4 | 0.0 | 0.4 | -0.2 | -0.1 | 0.0 | 0.1
GPR151 activ | 5.7* | 0.7 | 1.7 | 0.7 | -0.4 | -0.5 | -0.3 | 2.4

#33 COc1ccc(C2=N/C(=C\c3c(OC)ccc4ccccc34)C(=O)O2)cc1OC
#34 CCOC(=O)c1[nH]c(C)c(/C(Br)=C/Br)c1C
#35 Cc1nc(NCc2ccco2)cc(-c2ccccn2)n1
#36 Cc1c2ccccc2s[n+]1CCCS(=O)(=O)O
#37 CCOc1cc(CO)cc(I)c1OCc1cccc(C(=O)O)c1
#38 Cc1ccc(C)c(Oc2coc3cc(OC(=O)c4ccccc4C)ccc3c2=O)c1
#39 O=C(Nc1cccnc1Cl)c1cc2n(n1)C(C(F)(F)F)CC(c1ccc3c(c1)OCO3)N2 (stereo unspecified)
#40 COCCCNC(=O)C1CCN(C(=O)c2sccc2-n2cccc2)CC1
Screen / compound no. | 33 | 34 | 35 | 36 | 37 | 38 | 39 | 40
TEAD-YAP inh | 9.9 | -7.0 | 6.6 | 7.2 | 1.4 | -28.6 | -15.1 | -5.5
MITF inh | 2.6 | 4.3 | 8.7 | 4.6 | -4.8 | 2.7 | -1.6 | 16.7
FBW7 act | 0.1 | 0.0 | -0.5 | 0.3 | 0.0 | 0.9 | 0.1 | 0.2
GPR151 activ | -1.9 | 0.2 | 0.8 | -0.1 | -1.0 | -0.7 | 0.6 | 0.1

Given with each value named: entries from further up
6: O=C1C(O)C(O)C(=O)N1C1CCCCC1 (stereo unspecified)
  TEAD-YAP inh: -0.3	MITF inh: 5.3	FBW7 act: 0.1	GPR151 activ: 2.2
7: CCOc1ccc(NC(=O)CN(c2cc(C(F)(F)F)ccc2Cl)S(C)(=O)=O)cc1
  TEAD-YAP inh: 3.4	MITF inh: 12.1	FBW7 act: 0.1	GPR151 activ: -1.5

The list goes on.
#41 CCC(=O)Nc1ccc(N2CCN(C(=O)C(C)C)CC2)cc1
#42 COCCCNC(=O)CN1CCN(Cc2cccc(C)c2)C1=O
#43 CCN(CC)CCCN1C(=O)C2C(C(=O)Nc3ccc(C(C)C)cc3)C3C=CC2(O3)C1C(=O)NC1CCCCC1C (stereo unspecified)
#44 CCCCC(O)(CCCC)C(=O)Nc1ccccn1
#45 CC(=O)NCCNS(=O)(=O)c1ccc(C)c([N+](=O)[O-])c1
#46 CCOC(=O)Nc1ccc2c(c1)N(C(=O)CN)c1ccccc1CC2
#47 Cc1cc(OS(=O)(=O)c2cn(C)c(=O)n(C)c2=O)cc(C)c1Cl
#48 Clc1ccc(OCc2nc3ccccc3[nH]2)cc1
Screen / compound no. | 41 | 42 | 43 | 44 | 45 | 46 | 47 | 48
TEAD-YAP inh | 9.1 | -34.0 | 4.7 | -9.3 | 0.8 | 1.4 | 6.8 | -59.1
MITF inh | 4.2 | -8.3 | -8.2 | 0.2 | 15.8 | 1.8 | 2.2 | 4.4
FBW7 act | 0.1 | -0.6 | -0.1 | 0.0 | 0.0 | 0.2 | -0.2 | 0.1
GPR151 activ | -0.5 | 0.2 | 0.1 | 0.7 | -0.1 | 1.6 | 2.7 | -4.4

#49 CCCNc1nc(N2CCN(Cc3ccc4c(c3)OCO4)CC2)nc2c1ncn2-c1ccsc1
#50 O=C(CC1(O)C(=O)Nc2ccc([N+](=O)[O-])cc21)c1ccccn1 (stereo unspecified)
#51 O=C(O)CCN1C(=O)/C(=C\c2ccc(C(=O)O)cc2)SC1=S
#52 N#CCCN(C(=O)Cn1ncc2c(=O)oc3ccccc3c21)c1ccccc1
#53 COc1ccc(-c2noc(-c3ccc(C)cc3Cl)n2)cc1
#54 Cc1cc(OC(=O)c2ccccc2)c([N+](=O)[O-])c(=O)[nH]1
#55 O=c1oc2ccccc2n1CN1CCOCC1
#56 CC(C)OP(=O)(OC(C)C)C(C)NC(=O)Cc1ccccc1 (stereo unspecified)
Screen / compound no. | 49 | 50 | 51 | 52 | 53 | 54 | 55 | 56
TEAD-YAP inh | -7.8 | -0.8 | -5.4 | -2.1 | -52.2 | 9.4 | -0.8 | -3.7
MITF inh | 6.4 | -8.2 | -4.5 | 14.8 | 7.2 | 4.6 | 5.7 | 8.8
FBW7 act | -0.4 | -0.1 | -0.1 | -0.3 | 0.0 | 0.0 | -0.1 | 0.1
GPR151 activ | 0.6 | 0.9 | -3.7 | 1.0 | -1.1 | 3.9 | 1.4 | -0.1

Some of these compounds in order of heavy-atom count, lowest first:
#55 O=c1oc2ccccc2n1CN1CCOCC1
#48 Clc1ccc(OCc2nc3ccccc3[nH]2)cc1
#44 CCCCC(O)(CCCC)C(=O)Nc1ccccn1
#45 CC(=O)NCCNS(=O)(=O)c1ccc(C)c([N+](=O)[O-])c1
#53 COc1ccc(-c2noc(-c3ccc(C)cc3Cl)n2)cc1
#56 CC(C)OP(=O)(OC(C)C)C(C)NC(=O)Cc1ccccc1 (stereo unspecified)
#50 O=C(CC1(O)C(=O)Nc2ccc([N+](=O)[O-])cc21)c1ccccn1 (stereo unspecified)
#46 CCOC(=O)Nc1ccc2c(c1)N(C(=O)CN)c1ccccc1CC2
#52 N#CCCN(C(=O)Cn1ncc2c(=O)oc3ccccc3c21)c1ccccc1
#49 CCCNc1nc(N2CCN(Cc3ccc4c(c3)OCO4)CC2)nc2c1ncn2-c1ccsc1
Screen / compound no. | 55 | 48 | 44 | 45 | 53 | 56 | 50 | 46 | 52 | 49
TEAD-YAP inh | -0.8 | -59.1 | -9.3 | 0.8 | -52.2 | -3.7 | -0.8 | 1.4 | -2.1 | -7.8
MITF inh | 5.7 | 4.4 | 0.2 | 15.8 | 7.2 | 8.8 | -8.2 | 1.8 | 14.8 | 6.4
FBW7 act | -0.1 | 0.1 | 0.0 | 0.0 | 0.0 | 0.1 | -0.1 | 0.2 | -0.3 | -0.4
GPR151 activ | 1.4 | -4.4 | 0.7 | -0.1 | -1.1 | -0.1 | 0.9 | 1.6 | 1.0 | 0.6

#43 CCN(CC)CCCN1C(=O)C2C(C(=O)Nc3ccc(C(C)C)cc3)C3C=CC2(O3)C1C(=O)NC1CCCCC1C (stereo unspecified)
Screen / compound no. | 43
TEAD-YAP inh | 4.7
MITF inh | -8.2
FBW7 act | -0.1
GPR151 activ | 0.1

More records follow.
#57 CC(=O)NC1=NN(C(C)=O)C(c2ccc(N(C)C)cc2)S1 (stereo unspecified)
#58 CC1CCc2sc(NC(=O)c3ccco3)c(C#N)c2C1 (stereo unspecified)
#59 Cc1cc(C(=O)O)cc(S(=O)(=O)Nc2cccc([N+](=O)[O-])c2)c1C
#60 Cc1noc(C(=O)Nc2ccc(F)c(Cl)c2)c1Cl
#61 CCCNc1nc(-c2ccc(C(=O)NC3CC3)cc2)nc2c1ncn2C1CCCCC1
#62 C=CCn1c2cc(C)oc2c2cnn(CC(=O)N(Cc3cccnc3)C3CC3)c(=O)c21
#63 COCCNc1oc2c(c1-c1cccc(OC)c1OC)c(=O)oc1ccccc12
#64 COc1cccc(C2C=C(c3ccc(F)cc3)Nc3nnnn32)c1OC(F)F (stereo unspecified)
Screen / compound no. | 57 | 58 | 59 | 60 | 61 | 62 | 63 | 64
TEAD-YAP inh | 10.6 | -58.9 | 2.9 | -19.1 | -4.4 | 10.1 | -0.2 | -4.3
MITF inh | 5.5 | -7.8 | 11.2 | 10.5 | 6.6 | -0.3 | -21.6 | 7.3
FBW7 act | -0.1 | 0.0 | -0.1 | 0.2 | 0.1 | 0.1 | 0.0 | 0.8
GPR151 activ | -0.2 | 1.5 | -1.5 | -2.3 | -1.1 | -0.2 | -1.3 | -1.3

#65 O=C1Cc2cc(S(=O)(=O)NCC3CCCO3)cc3c2N1CCC3 (stereo unspecified)
#66 O=C(NCc1cccc(C(F)(F)F)c1)c1ccc2nc(Nc3ccc(-n4ccnc4)cc3)sc2c1
#67 Cc1ccc(N2CC(C(=O)Nc3nnc(Cc4ccc(Cl)cc4)s3)CC2=O)cc1 (stereo unspecified)
#68 COc1ccc(C(CC(=O)O)NC(=O)c2cccc(C)c2)cc1OC (stereo unspecified)
#69 COc1cccc(-n2c(SCC(=O)NC(C)(C)C)nnc2-c2ccco2)c1
#70 Cc1ccc2c(c1)nnn2C1CCN(C(=O)c2ccccc2Br)CC1
#71 CCC(C)C(=O)Nc1nnc(COC)s1 (stereo unspecified)
#72 CC(=O)Nc1cccc(-c2cnc3[nH]c(=O)n([C@@H](C)c4ccccc4)c3n2)c1
Screen / compound no. | 65 | 66 | 67 | 68 | 69 | 70 | 71 | 72
TEAD-YAP inh | -3.0 | 10.9 | 5.8 | -1.2 | 3.4 | 3.2 | 2.8 | -6.2
MITF inh | 13.6 | -1.3 | 5.1 | -7.0 | 4.2 | -21.5 | 9.0 | 8.1
FBW7 act | 0.0 | 0.2 | 0.1 | 0.0 | -0.1 | 0.1 | -0.2 | -0.1
GPR151 activ | 1.0 | 0.2 | 2.9 | -1.0 | -0.2 | -0.5 | -0.5 | 0.1

Source: PubChem BioAssay
